Screening data (PubChem BioAssay)
human PMI inhibition – inhibitors of human PMI, primary screen, biochemical, fluorescence intensity, coupled assay (AID 1209); Mannose-6-phosphate isomerase (Homo sapiens); purified PMI enzyme, coupled fluorescence intensity; higher % means a stronger effect; inhibition, % at 20 µM, or IC50 in µM where a hit was titrated; hit rate 0.42% among 190,000;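 further: plate controls were DMSO vehicle for no effect and wells lacking substrate for full effect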
LYP inhibition – inhibitors of LYP phosphatase, biochemical, fluorescence intensity, uHTS (AID 1779) | recombinant LYP phosphatase, fluorescence intensity; higher % means a stronger effect | hit rate 0.054% among 290,000 | one-dose inhibition, % at 11.5 µM; IC50 in µM for titrated hits | Tyrosine-protein phosphatase non-receptor type 22 (Homo sapiens);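 further: plate controls were vehicle with enzyme for no effect and no enzyme for full effect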
human PMI inhibitors – human PMI inhibitors, high substrate, primary screen, biochemical, fluorescence intensity, high mannose 6-phosphate (AID 1220). one-dose inhibition, % at 20 µM; IC50 in µM for titrated hits. hit rate 0.66% among 190,000. recombinant PMI enzyme, coupled fluorescence intensity; higher % means a stronger effect
XIAP displacement – XIAP antagonists, biochemical, IAP family, fluorescence polarization (AID 1018) | displacement, % at 20 µM; hits with a dose series show IC50 in µM | hit rate 0.007% among 200,000 | XIAP BIR domain, fluorescence polarization peptide displacement; higher % means a stronger effect; in the data active means displacement above about 50%; further: a part of the inactive calls stands beside numbers as strong as those of hits
TNAP activators – human TNAP enzyme activators, primary screen, biochemical, luminescent, no phosphate acceptor, uHTS (AID 1001); Alkaline phosphatase, tissue-nonspecific isozyme (Homo sapiens); purified TNAP, luminescent activation assay, no phosphate acceptor; higher activation fold means a stronger effect; activation fold at 20 µM, or EC50 in µM where a hit was titrated; hit rate 0.03% among 200,000; in the data active means activation fold from about 3, or a potency from the dose series; inactive means the rest, 99 in 100 with activation fold below about 1.6; further: many of its hits are not listed in these tables
KOR beta-arrestin-1 – KOR agonists, beta-arrestin recruitment, primary screen, cell-based, luminescence, uHTS (AID 1777). hit rate 0.02% among 280,000. one-dose activation, % at 10 µM; EC50 in µM for titrated hits. KOR beta-arrestin recruitment, luminescence; higher % means a stronger effect. Kappa-type opioid receptor (Homo sapiens); in the data active means activation above about 50%, passing the limit was not always enough; further: a part of the inactive calls stands beside numbers as strong as those of hits
KOR beta-arrestin-2 – KOR antagonists, beta-arrestin recruitment, cell-based, luminescence, uHTS (AID 1778); inhibition, % at 10 µM; hits with a dose series show IC50 in µM; Kappa-type opioid receptor (Homo sapiens); hit rate 0.091% among 290,000; KOR beta-arrestin recruitment, luminescence, antagonist mode; higher % means a stronger effect; further: strong numbers were not always called active
NOD1 inhibition – NOD1 signaling inhibitors, primary screen, cell-based, luminescence, uHTS (AID 1578); NOD1-driven NF-kB luciferase reporter cells, luminescence; higher % means a stronger effect; hit rate 1% among 290,000; inhibition, % at 4 µM, or EC50 in µM where a hit was titrated; in the data active means inhibition mostly above about 36%, no sharp cut-off; inactive means mostly below about 34%;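 further: HEK-293T reporter cells stimulated with the NOD1 agonist gamma-tri-DAP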
NOD2 inhibition – NOD2 signaling inhibitors, cell-based, luminescence, uHTS, HEK293 (AID 1566) | inhibition, % at 4 µM; hits with a dose series show EC50 in µM | hit rate 0.63% among 290,000 | HEK293 NOD2/NF-kB luciferase reporter, luminescence; higher % means a stronger effect; further: many of its hits are not listed in these tables
Numbers without * were called inactive; · = not tested or not shown; [ ] = another dose, or the depositor's remark. Unless noted, no stated cut-off is given here; in the data, active means inhibition above about 50%; inactive means the rest. Some of the compounds tested; the hit share may differ from the screen's.

SMILES	human PMI inhibition	LYP inhibition	human PMI inhibitors	XIAP displacement	TNAP activators	KOR beta-arrestin-1	KOR beta-arrestin-2	NOD1 inhibition	NOD2 inhibition
CCOc1ccc(NC(=O)CSc2nnc(C3CC3)n2C)cc1	6%	-5%	-2%	-3.0%	1	-1.3%	8%[20 µM]	-14%	-9%
Cc1[nH]c(-c2ccco2)nc1C(=O)O	-7%	-9%	-14%	-4.4%	1	-2.0%	-16%	-2%	4%
O=C(O)/C=C/C(=O)NCc1csc2ccccc12	·	-4%	·	·	·	-0.3%	-16%	8%	-14%
CC1(C)CC(=O)C(CC(=O)NC(=O)NCc2ccccc2)=C(O)C1	-8%	-6%	-6%	-5.7%	1	-9.1%	0%	-11%	15%
O=C(NCc1cccs1)C1CCCN1C(=O)Nc1ccccc1Cl (configuration not stated)	·	-3%	·	·	·	-3.2%	7%	-24%	3%
NCCCC(=O)N1c2ccccc2Sc2ccccc21	-7%	-6%	-3%	-2.0%	1.1	-2.4%	16%	-33%	7%
COc1ccccc1NC(=O)c1ccccc1-c1nc(-c2ccccc2OC)no1	7%	-7%	-3%	-5.4%	1	4.0%	-18%	-14%	-20%
CCN(CC(=O)NCCc1ccc(F)cc1)Cc1nc2ccccc2c(=O)[nH]1	·	-4%	·	·	·	2.1%	2%	-9%	-1%
Cc1cc(OCc2cc(C(=O)N(C)C3CCOCC3)no2)cc(C)c1Cl	·	-7%	·	·	·	9.2%	-25%	-37%	-41%
COc1ccc(N2CCN(C(=O)CSc3nnnn3-c3ccc4c(c3)OCCO4)CC2)cc1	13%	-4%	20%	-0.7%	1.1	1.2%	-10%	5%	14%
COc1ccc(S(=O)(=O)/C(C#N)=C/Nc2ccc(NC(C)=O)cc2)cc1	·	-1%	·	·	·	1.2%	-27%	-3%	-5%
O=C1C(=O)N(CCCn2ccnc2)C(c2ccc(Cl)cc2)/C1=C(\O)c1ccc2c(c1)OCCO2 (configuration not stated)	·	-3%	·	·	·	-1.8%	-1%	-34%	11%
CCCCCCC/C=N/Nc1nnc(Cc2ccccc2)c(=O)[nH]1	·	-12%	·	·	·	-7.8%	12%	10%	18%
COc1cccc(/C=N/n2c(COc3ccccc3)n[nH]c2=S)c1OC	·	-3%	·	·	·	-0.8%	-39%	-9%	9%
C/C(N)=C(/C#N)C(=O)CSc1nc2ccccc2c(=O)n1Cc1ccc(F)cc1	·	-6%	·	·	·	2.0%	22%	11%	8%
Cc1c(Cl)cccc1NC(=S)N1CCN(c2ccc([N+](=O)[O-])cn2)CC1	·	-4%	·	·	·	-0.7%	21%	-5%	26%
O=C(N/N=C/c1ccc(OC(=O)c2ccc(Br)cc2)cc1)c1ccncc1	·	9%	·	·	·	-1.8%	4%	-15%	-27%
COc1ccccc1NC(=O)C1=C(C)NC2=C(C(=O)CC(c3ccc(OC)c(OC)c3)C2)C1c1coc2ccccc2c1=O (configuration not stated)	-32%	7%	-42%	-2.4%	1	2.6%	3%	34%	10%
Cc1cccc(-n2c(C)nc3c(cnn3-c3ccc(F)cc3)c2=O)c1	10%	-6%	2%	-7.8%	1.1	2.9%	-41%	0%	-2%
COc1ccc(CN(CCO)CCO)cc1[N+](=O)[O-]	-31%	-12%	-35%	-1.3%	1.1	-1.7%	-14%	-20%	5%
CCS(=O)(=O)Nc1ccc(C(=O)CC2(O)C(=O)Nc3ccccc32)cc1 (configuration not stated)	-2%	2%	-5%	-4.5%	1	-0.5%	-35%	·	9%
COc1ccccc1NC(=O)CSc1ccc(-c2ccco2)nn1	·	-7%	·	·	·	3.6%	-2%	-8%	34%
Fc1ccccc1NC(=S)Nc1cccnc1	2%	-5%	0%	12%	1	-5.4%	-30%[20 µM]	-35%	-4%
Cc1nc(C)c(C(=O)N/N=C/c2c[nH]c3ccccc23)s1	10%	2%	10%	-4.6%	1.1	0.3%	-2%	8%	0%
O=C(Nc1cc(Cl)c(O)c(Cl)c1)C1CCCO1 (configuration not stated)	4%	-10%	1%	-4.2%	1.1	-2.8%	-33%	9%	6%
Continuation.
SMILES	human PMI inhibition	LYP inhibition	human PMI inhibitors	XIAP displacement	TNAP activators	KOR beta-arrestin-1	KOR beta-arrestin-2	NOD1 inhibition	NOD2 inhibition
CC(=O)c1ccc(NC(=O)COC(=O)CCC(=O)c2cccs2)cc1	0%	-2%	1%	-10%	1.2	0.0%	24%	-23%	2%
Clc1ccc(-c2n[nH]c3c2CCCC3)cc1	13%	1%	9%	-7.0%	0.5	-0.6%	-21%	-52%	-8%
Cc1nnc2sc(-c3csc4c3CCCC4)nn12	18%	-10%	10%	-2.4%	1.1	-2.1%	25%	-21%	3%
CC1(C)Cc2c(cnn2-c2ccccc2)C(NC(=O)CCc2ccncc2)C1 (configuration not stated)	·	-9%	·	·	·	3.4%	-14%	-12%	8%
COc1ccc(CCNC(=O)C2CCN(C(=O)N(C)C)CC2)cc1OC	21%	-2%	19%	-4.9%	1.1	0.3%	8%	·	2%
O=C(O)c1cc2sccc2s1	1%	-6%	4%	-3.0%	1.1	-9.2%	19%	-8%	-1%
COc1ccccc1-c1nnc(SCc2nc3ccccc3[nH]2)n1C	7%	-10%	3%	2.9%	1.2	-2.6%	5%	-1%	7%
COc1ccc(NC(=O)Cn2c(=O)oc3cc(S(=O)(=O)N4CCCC4)ccc32)c(OC)c1	·	-5%	·	·	·	2.0%	-2%[20 µM]	13%	18%
Cc1cc(C)c(NC(=O)C(C)(C)C)c(Cl)c1	-12%	-8%	-6%	-4.1%	1.1	8.3%	9%	-13%	15%
COc1cc(C(=O)NCCOc2ccccc2)cc(OC)c1OC	·	0%	·	·	·	0.8%	-16%	-8%	-14%
Cc1ccc(N=Nc2cc(C)ccc2N)cc1	·	3%	·	·	·	-1.4%	7%	-1%	-177%
Cn1nccc1C(=O)Nc1ccc(S(=O)(=O)N2CCCC2)cc1	·	-9%	·	·	·	5.5%	-34%	-25%	-3%
CCCCC(=O)N/N=C(\C)CC(=O)Nc1ccccc1Br	5%	1%	7%	-2.2%	1.1	1.6%	3%	-11%	12%
COc1ccc(N2CCOCC2)c(NC(=O)c2cccs2)c1	·	-7%	·	·	·	2.4%	23%	-18%	8%
O=C(CCn1cnc2ccccc2c1=O)Nc1ccc2c(c1)OCCO2	11%	-3%	7%	-7.6%	1.1	4.2%	53%	-27%	-18%
COc1cc(SC)ccc1C(=O)NC(C)C	11%	-10%	10%	-6.5%	1.2	1.6%	-29%[20 µM]	5%	7%
Cc1c(Cl)ccc(S(=O)(=O)N2CCN=C2c2ccccc2)c1Cl	5%	-6%	10%	-2.4%	1	0.9%	28%	1%	2%
COCCCNc1nc2c(c(=O)[nH]c(=O)n2C)n1CC(O)COc1cccc(C)c1 (configuration not stated)	11%	-4%	11%	-1.0%	1	0.5%	13%	-6%	10%
COc1ccccc1Oc1ccc2c(c1)C(=O)N(c1cccc3ncccc13)C2=O	19%	-4%	6%	-5.5%	1.1	5.5%	2%	-2%	4%
CCc1ccc(NC(=O)NCC2CCN(Cc3cccc(Cl)c3)CC2)cc1	·	-12%	·	·	·	-2.2%	-9%	8%	19%
CCOC(=O)C1CCN(C(=O)CCc2nnc3ccc(N4CCN(C)CC4)nn23)CC1	·	-14%	·	·	·	-2.0%	-25%	10%	11%
COc1ccc(-c2cn3nc4c(nc3n2)CCCC4)cc1	-55%	-7%	-88%	-4.6%	1.3	3.5%	-23%	17%	-87%
CC1CCc2ccccc2N1C(N)=Nc1ccccc1 (configuration not stated)	-12%	-12%	-1%	-4.9%	1.1	-6.7%	1%	-25%	4%
CCN(CC)C(=O)CSC1=N/C(=C/c2ccco2)C(=O)N1c1ccc(OC)c(Cl)c1	17%	5%	13%	-2.9%	1	-2.1%	6%	10%	13%
O=C(NC1CCS(=O)(=O)C1)/C(=C\c1ccc(F)cc1)NC(=O)c1ccccc1 (configuration not stated)	-5%	-7%	-2%	-3.1%	1	-6.4%	20%	-41%	1%
Cc1c(C(=O)N/N=C/c2ccc(Cl)cc2)[nH]c2ccc(Cl)cc12	8%	-2%	2%	-21%	0.8	11%	-110%	-36%	-9%
O=C(COc1ccc(S(=O)(=O)N2CCOCC2)cc1)NCC1CCCO1 (configuration not stated)	·	-7%	·	·	·	7.3%	-13%	-14%	-8%

Sorted by number of heavy atoms (high to low): part of the list above.
SMILES	human PMI inhibition	LYP inhibition	human PMI inhibitors	XIAP displacement	TNAP activators	KOR beta-arrestin-1	KOR beta-arrestin-2	NOD1 inhibition	NOD2 inhibition
COc1ccccc1-c1nnc(SCc2nc3ccccc3[nH]2)n1C	7%	-10%	3%	2.9%	1.2	-2.6%	5%	-1%	7%
Cc1c(C(=O)N/N=C/c2ccc(Cl)cc2)[nH]c2ccc(Cl)cc12	8%	-2%	2%	-21%	0.8	11%	-110%	-36%	-9%
Cc1ccc(N=Nc2cc(C)ccc2N)cc1	·	3%	·	·	·	-1.4%	7%	-1%	-177%

12 structures out of the list, sorted by SMILES length, high to low:
SMILES	human PMI inhibition	LYP inhibition	human PMI inhibitors	XIAP displacement	TNAP activators	KOR beta-arrestin-1	KOR beta-arrestin-2	NOD1 inhibition	NOD2 inhibition
CCN(CC)C(=O)CSC1=N/C(=C/c2ccco2)C(=O)N1c1ccc(OC)c(Cl)c1	17%	5%	13%	-2.9%	1	-2.1%	6%	10%	13%
O=C(NC1CCS(=O)(=O)C1)/C(=C\c1ccc(F)cc1)NC(=O)c1ccccc1 (configuration not stated)	-5%	-7%	-2%	-3.1%	1	-6.4%	20%	-41%	1%
CCOC(=O)C1CCN(C(=O)CCc2nnc3ccc(N4CCN(C)CC4)nn23)CC1	·	-14%	·	·	·	-2.0%	-25%	10%	11%
Cc1c(C(=O)N/N=C/c2ccc(Cl)cc2)[nH]c2ccc(Cl)cc12	8%	-2%	2%	-21%	0.8	11%	-110%	-36%	-9%
CCc1ccc(NC(=O)NCC2CCN(Cc3cccc(Cl)c3)CC2)cc1	·	-12%	·	·	·	-2.2%	-9%	8%	19%
Cc1c(Cl)ccc(S(=O)(=O)N2CCN=C2c2ccccc2)c1Cl	5%	-6%	10%	-2.4%	1	0.9%	28%	1%	2%
COc1ccccc1-c1nnc(SCc2nc3ccccc3[nH]2)n1C	7%	-10%	3%	2.9%	1.2	-2.6%	5%	-1%	7%
CCCCC(=O)N/N=C(\C)CC(=O)Nc1ccccc1Br	5%	1%	7%	-2.2%	1.1	1.6%	3%	-11%	12%
COc1ccc(-c2cn3nc4c(nc3n2)CCCC4)cc1	-55%	-7%	-88%	-4.6%	1.3	3.5%	-23%	17%	-87%
Cc1cc(C)c(NC(=O)C(C)(C)C)c(Cl)c1	-12%	-8%	-6%	-4.1%	1.1	8.3%	9%	-13%	15%
Cc1nnc2sc(-c3csc4c3CCCC4)nn12	18%	-10%	10%	-2.4%	1.1	-2.1%	25%	-21%	3%
Cc1ccc(N=Nc2cc(C)ccc2N)cc1	·	3%	·	·	·	-1.4%	7%	-1%	-177%
